Mot1-301 SUMO – blocks SUMOylation pathway, rescuing yeast Mot1-301 growth | S. cerevisiae Mot1-301 growth rescue, ATP luminescence, 38.5C; percent above DMSO median, 100 means doubled | growth rescue, % at 18.8 µM | 320,000 tested, 1% active | AID 2716;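 active = every valid replicate shows activation above 250% relative to neutral control wells; inactive = the rest, any valid replicate at or below 250%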;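 note: OY570 slx delta 5 strain wells were the positive control but not used for scaling; some compounds called inactive have numbers as strong as hits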
HTR5A inv ag – counter-screen for OPRM1-OPRD1 inverse agonists: human HTR5A inverse agonism | HTR5A cell line, luminescence | 340,000 tested, 0.083% active | inhibition, % at 9.3 µM | AID 504634; in the data active = inhibition mostly above about 23%, no sharp cut-off; inactive = mostly below about 18%;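 note: 0% = cells with DMSO and 100% = no-cell wells with DMSO; some compounds called inactive have numbers as strong as hits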
Tat transport – blocks Tat-dependent protein export in E. coli; 340,000 tested, 0.036% active; AID 488895; E. coli MC4100 TorA-mCherry Tat export, fluorescence; inhibition, % at 10 µM;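 active = mean replicate inhibition at least 50% and at least half of replicates individually reaching 50%; inconclusive = only one of the two criteria met; inactive = neither criterion met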;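 note: exported cargo escapes ClpAP degradation while cytoplasmic cargo is degraded and loses fluorescence; 0% = median of neutral control wells and 100% = median of NaSCN control wells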
MOR-DOR ag – OPRM1-OPRD1 heterodimerization agonism. P35372+P41143. cells, luminescence. activation, % at 9.3 µM. 340,000 tested, 0.3% active; in the data active = activation above about 18%;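 note: 0% = vehicle-treated cells and 100% = reference agonist; values of inactives mirror those of a sister screen read the other way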
Target sequence (P35372 whole entry, looked up): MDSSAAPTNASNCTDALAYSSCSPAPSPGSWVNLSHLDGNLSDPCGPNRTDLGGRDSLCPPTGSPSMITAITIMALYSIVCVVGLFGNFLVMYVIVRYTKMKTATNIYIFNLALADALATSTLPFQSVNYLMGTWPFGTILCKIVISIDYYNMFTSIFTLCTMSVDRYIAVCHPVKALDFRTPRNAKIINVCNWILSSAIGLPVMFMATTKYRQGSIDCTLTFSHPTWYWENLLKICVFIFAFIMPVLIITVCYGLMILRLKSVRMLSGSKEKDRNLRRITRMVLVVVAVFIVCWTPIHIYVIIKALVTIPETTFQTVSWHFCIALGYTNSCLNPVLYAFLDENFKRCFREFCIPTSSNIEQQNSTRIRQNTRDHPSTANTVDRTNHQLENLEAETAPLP
Target sequence (P41143 whole entry, looked up): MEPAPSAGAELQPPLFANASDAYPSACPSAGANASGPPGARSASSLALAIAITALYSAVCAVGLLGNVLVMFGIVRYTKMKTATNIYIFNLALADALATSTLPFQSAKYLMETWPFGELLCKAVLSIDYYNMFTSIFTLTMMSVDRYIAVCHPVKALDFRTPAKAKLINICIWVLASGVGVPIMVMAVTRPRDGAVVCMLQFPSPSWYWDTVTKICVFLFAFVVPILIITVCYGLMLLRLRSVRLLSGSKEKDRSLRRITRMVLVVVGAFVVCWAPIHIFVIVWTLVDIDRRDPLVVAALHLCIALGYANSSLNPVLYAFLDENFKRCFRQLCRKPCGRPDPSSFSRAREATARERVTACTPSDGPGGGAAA
AddAB inh – less growth of phage-infected E. coli with AddAB | E. coli expressing H. pylori AddAB, absorbance growth | inhibition, % at 11.9 µM | 330,000 tested, 0.29% active | AID 435030; in the data active = inhibition above about 12%;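 note: 0% = vehicle wells of infected cells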
PKA-R1A act – activators of PKA-R1A complex | PKA-R1A dissociation, Cy5-IP20 fluorescence polarization; scaled: DMSO 0%, 113 µM cGMP 100% | activation, % at 11.4 µM | 340,000 tested, 0.083% active | AID 504707;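 active = percent activation above the mean of all tested compounds plus 3 SD, cut at about 19% in these data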;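 note: higher means more PKAc released from R1A so a rise in polarization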
phage Ecoli inh – E. coli growth loss with phage present | growth absorbance | AID 651602 | inhibition, % at 11.9 µM | 360,000 tested, 0.26% active; in the data active = inhibition above about 11%
MOR-DOR inv ag – inverse agonists of human mu-delta opioid receptor heterodimerization | cell-based MOR-DOR heterodimer luminescence, inverse agonism | inhibition, % at 9.3 µM | 340,000 tested, 0.21% active | AID 504357; in the data active = inhibition above about 22%, passing the limit was not always enough;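 note: 0% = cells with DMSO and 100% = wells without cells with DMSO; values of inactives mirror those of a sister screen read the other way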
PfHsp90 yeast 2 – inhibits growth of yeast expressing Plasmodium falciparum Hsp90; S. cerevisiae expressing PfHsp90, BacTiter-Glo ATP, 48 h; yeast lacking PDR1 and PDR3 efflux regulators; inhibition, % at 9.4 µM; 310,000 tested, 0.32% active;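 active = every replicate shows inhibition above about 80%, whatever the replicate mean, limit read from the data; inconclusive = mean inhibition reaches the set limit but some replicate falls short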;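 note: 0% = DMSO neutral controls and 100% = 20 µM radicicol positive controls; yeast relying on Plasmodium falciparum Hsp90 in place of its own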
PKA-R2B activ – activators of human PKA-R2B complex; 340,000 tested, 0.079% active; activation, % at 11.4 µM; PKA-R2B holoenzyme dissociation, Cy5-IP20 fluorescence polarization; R2B truncated from residue 108, S112A mutant; 0% DMSO only, 100% 113 µM cGMP; P22694+P31323;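 active = activation above a cutoff set at the mean over all compounds plus 3 SD, cut at about 18% in these data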;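 note: higher means more holoenzyme dissociation and a rise in polarization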
Ecoli viability – reduces bacterial viability in AddAB counter-screen. inhibition, % at 11.9 µM. AID 449728. 330,000 tested, 0.27% active. E. coli V3065 growth, OD600 absorbance, 18 h;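 active = inhibition above the campaign's mean inhibition across all tested compounds plus 3 SD, cut at about 9.9% in these data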;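 note: uninfected addAB+ strain grown without phage in ampicillin broth; 0% = DMSO wells and 100% = ciprofloxacin 0.95 µg/ml wells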
* = called active by the depositor; i = inactive; ? = inconclusive; . = not tested or not shown. Compounds as they come; 2.2% or so of the library scored in one or more.

SMILES	Mot1-301 SUMO	HTR5A inv ag	Tat transport	MOR-DOR ag	AddAB inh	PKA-R1A act	phage Ecoli inh	MOR-DOR inv ag	PfHsp90 yeast 2	PKA-R2B activ	Ecoli viability
Cc1ccc(SCCN2CCC(O)CCC2=O)cc1 (stereo not drawn)	5	-12	-2	-0.5	-2.9	-1	1.1	3	.	-16	-1.9
CC(Nc1ncnc2ccccc12)c1ccccc1 (stereo not drawn)	-32	-11	-1	-1.5	2.9	2	2.6	7	6	0	-0.6
C/C(=C1\SC(N2CCOCC2)=NC1=O)c1ccccc1	8	-11	-3	1.0	4.6	3	0.5	-5	.	2	-0.3
Cc1ccc(N2CC(c3nc4ccccc4n3C)CC2=O)cc1 (stereo not drawn)	-4	-13	-3	-1.9	2.6	4	4.1	9	-5	-1	0.9
COc1cc(CC(=O)Nc2ccccc2N2CCCCC2)cc(OC)c1OC	4	8	1	-1.1	2.0	2	4.1	6	-7	0	-0.8
COc1ccc(CNC(=O)COC(=O)c2ccc(S(=O)(=O)NCc3ccco3)cc2)cc1	11	16	-5	-3.1	-0.3	-6	-0.1	13	7	-7	0.1
CCc1ccc2[nH]c3nc(N/N=C/c4ccc(O)cc4O)nnc3c2c1	4	-10	-20	0.0	11	-6	8.5	0	-12	2	11*
CCOC(=O)C(C(=O)OCC)=C1OC(=O)c2ccccc21	-7	1	-17	-1.5	0.0	-1	1.9	8	5	-2	0.6
COc1ccc(C2=NN(C(=O)c3cccs3)C(c3ccccc3O)C2)cc1 (stereo not drawn)	23	6	1	1.9	1.3	-8	3.9	-13	-10	0	-1.3
O=C1CCC(C(=O)N2CCCC(C(=O)c3ccc4c5c(cccc35)CC4)C2)=NN1 (stereo not drawn)	5	10	-6	1.1	2.5	-16	3.7	-8	-19	-1	0.3
N#Cc1c(N)nc(SCC(=O)OCc2ccccc2)c(C#N)c1-c1ccco1	53	0	0	-1.5	0.8	6	3.1	8	.	5	0.3
CCc1ccc(C2CC(c3ccc(C)cc3)n3nc(N)nc3N2)cc1 (stereo not drawn)	.	-4	-2	-1.5	.	4	1.8	8	4	-6	.
CCOC(=O)CC1=NS(=O)(=O)c2ccccc2N1	-8	-17	-6	2.7	-0.2	3	-1.2	-15	-14	7	-0.3
COc1ccccc1C(=O)NC(=O)COc1ccc([N+](=O)[O-])cc1	.	-6	6	-1.2	1.3	4	4.0	8	-2	-12	-0.2
COc1ccc(NC2=NC(C)(CO)CS2)cc1 (stereo not drawn)	-12	8	1	-1.3	0.1	-12	3.5	7	3	-11	-2.6
COc1ccccc1/C=C/C(=O)NC(=S)N(C)C1CCCCC1	-4	3	-1	0.6	2.5	-4	1.2	-3	-10	-3	-2.8
CCn1c(CCCc2ccc(OC)c(C)c2)n[nH]c1=S	-6	2	-2	-1.8	-0.1	16	4.2	9	3	-7	-0.7
Cc1cc(C)n2nc(C(=O)N/N=C/c3ccccc3Cl)nc2n1	25	-1	-1	-1.8	3.0	3	0.9	9	.	7	2.1
COc1cccc(C(C(=O)NC2CCCC2)N(Cc2cccnc2)C(=O)Cc2cccs2)c1 (stereo not drawn)	-9	-1	-3	-0.7	3.6	7	1.7	5	-11	8	-0.2
O=C(CCn1cnc2ccccc21)N/N=C/c1ccc(O)cc1	-4	8	3	-1.4	1.0	3	3.0	10	-21	-13	1.2
COc1ccc(Cl)cc1NC(=O)CN1CCCC1	1	1	-8	0.0	3.2	-6	5.2	0	-17	-1	-1.1
CCc1cccc(C)c1NC(=O)CNCc1ccccc1	-14	7	-5	-1.3	-0.5	-5	3.3	8	11	-2	-0.8
C=CCOC(=O)/C(=C/c1ccco1)NC(=O)/C=C/c1ccccc1	305	-26	-6	-1.6	3.5	-6	0.9	9	15	-1	1.7
O=C(O)c1cccnc1SC1CC(=O)N(CCc2ccccc2)C1=O (stereo not drawn)	-7	-23	0	-1.4	0.6	2	2.4	8	5	-1	0.9
Cc1ccc2nc(/C(C#N)=C\c3ccc([N+](=O)[O-])o3)[nH]c2c1	72	-182	-18	575*	43*	-4	6.2	i	105*	2	10*

New compounds follow:
SMILES	Mot1-301 SUMO	HTR5A inv ag	Tat transport	MOR-DOR ag	AddAB inh	PKA-R1A act	phage Ecoli inh	MOR-DOR inv ag	PfHsp90 yeast 2	PKA-R2B activ	Ecoli viability
O=C(CCCc1nc2ccccc2s1)NC(c1ccccc1)c1ccccc1	-16	0	-3	1.2	-0.5	-3	1.2	-6	-3	-7	-1.6
O=c1[nH]c(/C(Cl)=C/c2c(F)cccc2Cl)nc2cc(Cl)ccc12	1	7	-6	-2.2	2.3	-1	0.6	12	1	-6	0.0
Clc1ccc(Oc2cccc(/C=N/n3cnnc3)c2)cc1	-12	1	0	-0.8	-0.5	4	2.6	5	-22	-7	0.0
COc1ccc(CCN2CC(C(=O)NCc3c(C)n[nH]c3C)CCC2=O)cc1 (stereo not drawn)	248	4	0	-1.2	-1.5	0	0.8	7	-1	-4	0.8
CCCc1cc(=O)[nH]c(SCC(=O)c2cc(C)n(C3CC3)c2C)n1	-8	-9	2	-0.6	2.9	-6	3.4	3	.	2	-0.8
CCN(CC)CC(C)CNC(=O)CC(C(=O)N1CCc2ccccc21)n1ccnc1 (stereo not drawn)	-33	6	-1	-2.1	1.0	3	1.7	11	2	-8	-0.5
CCc1ccccc1NC(=O)/C(=C/c1ccccc1)c1ccccc1	-2	-41	5	4.0	1.1	-5	4.9	-21	34	-14	-0.2
CCOC(=O)c1ccc2nc(Nc3nc4ccc(F)cc4s3)sc2c1	-10	11	-5	1.0	1.1	11	2.8	-5	-105	12	-2.4
O=C(COc1cccc2ccccc12)N/N=C/c1ccco1	4	-30	-11	0.9	-0.6	0	1.8	-6	-13	-2	-0.9
CCCn1nnc(NC(=O)c2ccccc2Br)n1	-3	21	1	-3.3	1.0	-1	0.5	15	-16	1	-1.6
CN(C(=O)c1cccc(C#N)c1)c1nnc(C2CCOC2)s1 (stereo not drawn)	-22	-2	-5	0.5	0.8	2	2.7	-3	-3	7	0.6
COc1ccc(-c2[nH]ncc2CNC(C)c2ccccc2Cl)cc1F (stereo not drawn)	317	8	3	-1.0	-1.6	-8	-0.8	5	8	-2	0.8
COc1ccc(NC(=O)CN2C(=O)NC(c3ccccc3)(c3ccccc3)C2=O)cc1	-7	0	0	0.3	2.9	-8	0.1	-2	-12	-1	-0.3
CC(=O)c1ccc(NC(=O)C(Cc2ccccc2)NC(=O)c2ccco2)cc1 (stereo not drawn)	1	-6	-3	-1.5	-0.3	-14	2.1	8	0	2	2.5
C/C=C/c1ccc(OCC(=O)OCC)c(OC)c1	11	21	1	0.5	4.5	-4	-1.1	-2	.	-7	-0.4
NC(=O)c1ccc[n+](CC(=O)c2ccc(NC(=O)c3ccccc3)cc2)c1	18	11	6	0.6	-1.0	-15	2.1	-3	3	5	-0.6
CC(C)(C)C(=O)Nc1ccc2oc(-c3cc(F)c(F)cc3Cl)nc2c1	4	-16	-14	2.8	3.8	-1	3.3	-16	8	7	2.0
O=C(O)c1ccccc1NS(=O)(=O)c1ccccc1C(F)(F)F	-18	8	3	-1.8	3.0	-1	1.9	11	6	-12	-0.4
Cc1c(Nc2ncnc3nc[nH]c23)c(=O)n(-c2ccccc2)n1C	-10	-22	-4	-1.7	1.7	1	3.9	10	5	-6	2.7
COc1cc(C(C)=O)ccc1OCC(O)CN1CCN(S(=O)(=O)c2ccccc2)CC1 (stereo not drawn)	123	9	1	-1.6	3.5	10	2.9	7	-9	-5	-2.2
O=C(O)c1cc(NS(=O)(=O)c2cccc3nsnc23)cc(C(=O)O)c1	-10	-8	-1	-3.5	-1.5	2	-0.3	17	0	-8	0.5
CCOc1ccc(-c2c(C(=O)N/N=C/c3c[nH]c4ccccc34)nnn2-c2nonc2N)cc1	32	-38	?	-1.4	2.0	-13	0.5	7	-1	-12	1.4
Cc1ccc(S(=O)(=O)NCCNC(C)c2ccc(Br)cc2)cc1 (stereo not drawn)	57	3	-19	15	4.0	-9	3.9	-58	-2	-7	-0.1
COc1ccccc1NC(=O)C(C)OC(=O)CCC1CCCCC1 (stereo not drawn)	3	-12	11	5.5	1.6	10	4.3	-28	-29	-7	0.4
Cc1cccc(S(=O)Cc2ccc(C(=O)N3CCOCC3)o2)c1 (stereo not drawn)	0	-17	5	-0.6	2.9	0	1.6	3	-4	9	-1.9

Arranged by molar mass (low to high): some entries from above
SMILES	Mot1-301 SUMO	HTR5A inv ag	Tat transport	MOR-DOR ag	AddAB inh	PKA-R1A act	phage Ecoli inh	MOR-DOR inv ag	PfHsp90 yeast 2	PKA-R2B activ	Ecoli viability
COc1ccc(Cl)cc1NC(=O)CN1CCCC1	1	1	-8	0.0	3.2	-6	5.2	0	-17	-1	-1.1
CCOC(=O)c1ccc2nc(Nc3nc4ccc(F)cc4s3)sc2c1	-10	11	-5	1.0	1.1	11	2.8	-5	-105	12	-2.4
COc1cc(C(C)=O)ccc1OCC(O)CN1CCN(S(=O)(=O)c2ccccc2)CC1 (stereo not drawn)	123	9	1	-1.6	3.5	10	2.9	7	-9	-5	-2.2

Additional entries:
SMILES	Mot1-301 SUMO	HTR5A inv ag	Tat transport	MOR-DOR ag	AddAB inh	PKA-R1A act	phage Ecoli inh	MOR-DOR inv ag	PfHsp90 yeast 2	PKA-R2B activ	Ecoli viability
O=C1NC[C@H](c2ccccc2)OC(=O)[C@H](Cc2ccc(F)cc2)C/C=C\C[C@@H]1CC(=O)N(CCO)Cc1ccccc1	16	-1	2	-4.0	0.7	6	1.2	18	24	-1	-0.3
COc1ccc(-c2cc(C)no2)cc1S(=O)(=O)N1CCN(c2ccc([N+](=O)[O-])cc2)CC1	-4	-11	-7	1.4	1.9	-6	-3.2	-8	11	1	-0.8
CN(C(=O)COC(=O)c1ccc2c(c1)NC(=O)CS2)C1CCS(=O)(=O)C1 (stereo not drawn)	-29	7	-9	-1.1	2.0	-3	2.7	6	.	2	-0.9
CC1CCCC(NC(=O)C2CCN(C(=O)Nc3ccccc3)CC2)C1C (stereo not drawn)	-7	-12	-9	-0.9	1.4	-3	0.5	5	.	-16	1.6
C/C(=N\NC(=O)c1ccc2c(c1)OCO2)c1ccc(C(=O)O)s1	150	-8	1	-2.0	-1.4	-15	3.1	12	-8	-2	-1.1
CCN1CCCC(CO)(Cc2ccccc2)C1 (stereo not drawn)	0	1	-11	0.0	1.6	-10	3.5	0	4	6	-0.5
COc1ccc(/C(N)=N/OC(=O)c2cccs2)cc1	278	-5	-24	0.6	2.4	2	0.8	-3	-13	6	-2.5
O=C(Nc1ccccc1C(=O)N1CCCCCC1)c1ccc(F)cc1	-1	15	-4	-4.3	-1.1	-1	-1.2	14	5	5	-0.7
O=C1Nc2ccccc2/C1=N/c1sc2c(c1C(=O)NCCc1ccccc1)CCCC2	-9	-24	-5	-5.8	0.6	-3	4.2	34*	-5	-2	2.6
CCOc1ccc(Nc2nc(Cc3nnc(SCC(N)=O)o3)cs2)cc1	6	-7	5	1.3	-0.9	0	0.9	-8	4	-9	-1.6
CC(C#N)OC(=O)c1cccnc1SCC(=O)Nc1ccc2c(c1)OCO2 (stereo not drawn)	-8	3	-7	-3.8	2.1	1	3.6	20	2	0	1.4
